Screening results deposited in PubChem by National Center for Advancing Translational Sciences (NCATS).
aSyn rescue – rescues yeast growth from alpha-synuclein toxicity | actives 0.14% (n = 370,000) | Potency, µM (series often up to 46.1 µM), for inactives: at the highest dose growth rescue (activation), actives largely listed as activators | Yeast expressing alpha-synuclein, growth rescue, BacTiter-Glo, 24 h; also: potency is read from the fitted curve at half-maximal effect; % of control where 0% means no effect; nearly all actives have a fitted effect of over 65% in size
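Galactose-induced alpha-syn yeast (OD600=0.02, raffinose-pregrown) + pinned cpd, 24 hr, 30 deg C; growth by BacTiter-Glo luminescence. Growth restoration scores as activation.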
D3 ag – agonists of human D3 dopamine receptor; P35462; D3R DiscoveRx beta-arrestin cells, luminescence, 90 min; max activation, %; actives 0.58% (n = 410,000); in the data active = max activation above about 30%; also: 0% is about no effect; mostly tested at two doses, the higher about 12 µM
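Agonist-mode cell screen: cells plated at 1500/well and incubated overnight at 37 °C, then exposed to library compounds for 90 min at 37 °C. Detection reagent was added for 30–60 min at room temperature, and luminescence was read.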
GLP1R ag – agonists of human GLP-1 receptor; P43220; HEK293 GLP-1R CRE-luciferase, luminescence, 4-6 h; cells express a hypersensitive GLP-1R form; Potency, µM (top dose mostly 45.6 µM), without a hit: top-dose activation, usual class: activators; actives 0.007% (n = 380,000); AID 624172; also: potency is read from the fitted curve at half-maximal effect; % of control where 0% means no effect
Target sequence (P43220 whole entry, looked up): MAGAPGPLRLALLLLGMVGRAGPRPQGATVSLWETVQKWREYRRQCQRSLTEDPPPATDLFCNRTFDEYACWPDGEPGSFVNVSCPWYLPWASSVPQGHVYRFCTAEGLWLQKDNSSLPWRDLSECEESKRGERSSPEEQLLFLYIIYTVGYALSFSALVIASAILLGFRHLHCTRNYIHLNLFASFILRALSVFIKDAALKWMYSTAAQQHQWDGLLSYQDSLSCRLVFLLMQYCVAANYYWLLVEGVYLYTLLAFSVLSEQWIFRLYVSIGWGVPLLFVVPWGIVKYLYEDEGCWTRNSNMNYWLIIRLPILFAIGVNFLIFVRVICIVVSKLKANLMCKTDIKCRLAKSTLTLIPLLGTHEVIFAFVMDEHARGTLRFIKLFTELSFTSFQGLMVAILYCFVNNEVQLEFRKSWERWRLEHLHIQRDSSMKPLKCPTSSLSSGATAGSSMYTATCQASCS
D3 antag – antagonists of human D3 dopamine receptor; P35462; D3R cells, DiscoveRx beta-arrestin luminescence, antagonist mode; active compounds read low; max response, negative = inhibition, %; actives 2.5% (n = 360,000); AID 652054; in the data active = max response below about -50%; inconclusive = no clear call, values can overlap the other calls; also: % is scaled to controls: 0 for no effect and ±100 for the full control effect; mostly tested at two doses, the higher about 12 µM
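Cells plated overnight at 1500 cells/well, then exposed to library compounds with dopamine controls for 90 minutes at 37 degrees C. DiscoveRx reagent added for 30–60 minutes at room temperature; luminescence read, quantitative HTS format.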
TDP-43 yeast inh – TDP-43 toxicity inhibition in yeast; TDP-43 expressing yeast growth rescue, BacTiter-Glo, 24 h; Potency, µM (top dose mostly 46.1 µM), for inactives: at the highest dose growth rescue (activation), hits mostly activators; actives 1.8% (n = 410,000); also: potency is read from the fitted curve at half-maximal effect; % of control where 0% means no effect; nearly all actives have a fitted effect of over 50% in size
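Yeast cells expressing TDP-43 under galactose induction are exposed to compounds for 24 hr at 30 deg C. BacTiter-Glo luminescence measures growth, so protective compounds score as activators.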
GLP-1R inv ag – inverse agonists of human GLP-1 receptor | AID 624417 | HEK293 GLP-1R CRE-luciferase, luminescence, 24 h; GLP-1R form is constitutively active | Potency, µM (doses to about 38.3 µM), without a hit: at the highest dose activity change, negative = inhibition, actives largely listed as inhibitors | P43220 | actives 1.6% (n = 410,000); also: potency is read from the fitted curve at half-maximal effect; % is scaled to controls: 0 for no effect and ±100 for the full control effect; nearly all actives have a fitted effect of over 55% in size
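Luminescence readout: a drop in cAMP-driven luciferase signal flags inverse agonism at a constitutively active GLP-1R stably expressed in HEK293. Compound exposure lasted 24 hr at 37 deg C, 5% CO2.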
KB-V1 MDR tox – kills drug-selected multidrug resistant KB-V1 cells; KB-V1 MDR cells viability, CellTiter-Glo, 72 h; Potency, µM (titrated, usually from 46.1 µM), without a hit: top-dose activity change, negative = cytotoxicity, hits mostly cytotoxic; actives 3.4% (n = 400,000); AID 1347076; also: potency is read from the fitted curve at half-maximal effect; % is scaled to controls: 0 for no effect and ±100 for the full control effect; nearly all actives have a fitted effect of over 60% in size
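Luminescent ATP read-out (CellTiter-Glo, 10 min) measures survival of drug-selected KB-V1 MDR cells after 72 h, 37 degrees C compound exposure. Medium: phenol-red-free DMEM, 10% FBS. Values from fitted concentration-response curves.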
PTHR1 agonist – PTHR1 (human) receptor agonism | AID 743266 | actives 0.075% (n = 410,000) | Q03431 | HEK293 GP2 PTHR1 cells, GloSensor cAMP luminescence, 1 h | Potency, µM (highest dose often 115 µM), without a hit: top-dose activation, actives largely listed as activators; also: potency is read from the fitted curve at half-maximal effect; nearly all actives have a fitted effect of over 55% in size; some results filed as inactive show a strong effect at the top dose; inactives centre near -15; many of its hits are not listed in these tables
Target sequence (Q03431 whole entry, looked up): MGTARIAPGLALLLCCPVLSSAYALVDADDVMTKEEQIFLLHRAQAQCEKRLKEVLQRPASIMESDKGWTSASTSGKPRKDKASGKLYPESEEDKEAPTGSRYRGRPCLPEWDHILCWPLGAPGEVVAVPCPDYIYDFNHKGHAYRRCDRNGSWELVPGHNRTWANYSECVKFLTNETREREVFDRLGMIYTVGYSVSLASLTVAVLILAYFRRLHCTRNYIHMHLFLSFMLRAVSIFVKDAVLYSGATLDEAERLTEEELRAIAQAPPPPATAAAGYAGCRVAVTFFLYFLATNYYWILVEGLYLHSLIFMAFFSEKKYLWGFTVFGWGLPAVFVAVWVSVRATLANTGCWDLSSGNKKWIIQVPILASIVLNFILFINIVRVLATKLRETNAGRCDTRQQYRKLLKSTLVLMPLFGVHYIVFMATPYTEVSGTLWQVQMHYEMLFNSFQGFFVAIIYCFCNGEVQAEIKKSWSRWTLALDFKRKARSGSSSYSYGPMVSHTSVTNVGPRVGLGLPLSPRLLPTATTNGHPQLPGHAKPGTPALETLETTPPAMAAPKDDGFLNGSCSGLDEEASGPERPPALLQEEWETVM
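HEK-293-derived GP2 cells expressing PTHR1 and a GloSensor cAMP reporter, 3,000/well, plated overnight, given luciferin plus IBMX (each 0.5 mM as added) for 1 h at 37 °C, then compound for 1 h at 37 °C. Luminescence was read after 15 min at room temperature.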
GLP1R cytotox – cytotoxicity counter-screen for GLP-1 receptor inverse agonists; HEK293 cAMP-luciferase reporter cells, luminescence, 24 h; Potency, µM (titrated, usually from 38.3 µM), inactives show at the highest dose activity change, negative = inhibition, actives largely listed as inhibitors; actives 0.13% (n = 410,000); AID 624418;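 also: loss of luciferase light is scored as toxicity; potency is read from the fitted curve at half-maximal effect; % is scaled to controls: 0 for no effect and ±100 for the full control effect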
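Here, cytotoxicity is scored as loss of luminescence. The MLSMR collection was tested on cells seeded in medium containing 10% Nu serum, with a 24 hr compound exposure preceded by 12 hours of culture.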
* hit, by the source's call; i = inactive; ? = inconclusive; nt = no result given; [ ] = another dose, or the depositor's remark. Unless noted, calls follow the shape of the dose curve; as a rule, active = well fitted curve in the direction sought with a large enough effect; inconclusive = small, poorly fitted or top-dose-only effect, or another doubt; inactive = no such curve, though single readings can be large; an effect the other way counts as inactive or inconclusive. Not all compounds are listed; the hit share may differ from the screen's.

The line under a structure holds: aSyn rescue, D3 ag, GLP1R ag, D3 antag, TDP-43 yeast inh, GLP-1R inv ag, KB-V1 MDR tox, PTHR1 agonist, GLP1R cytotox
#1 COc1ccc(Cl)cc1NC(=O)Nc1cn(C)nc1C
    0%, -22, 4%, 8, 9%, -14%, -5%, i, 0%
#2 CN1CCN(NC(=O)c2cc(-c3ccc(Br)s3)nc3ccccc23)CC1
    0%, -7, 9%, -17, 11%, ?, 0%, i, -21%
#3 COc1cccc(CNC(=O)CSc2cc(=O)n(C)c3ccccc23)c1
    3%, 2, 23%, -26, -16%, 2%, 6%, i, -10%
#4 CC(=O)c1cccc(NC(=S)NC2CCCCC2)c1
    8%, -1, 1%, 6, -12%, 27%, -8%, -7%, -4%
#5 COc1cccc(-c2ncc3ccccc3c2COC(=O)c2ccc(F)cc2)c1
    15%, -4, 11%, 30, ?, 11µM*, 0%, -46%[inhibitor], 0%
#6 COc1ccc2c(Sc3ccccc3)c(C(=O)NCCc3ccc(Cl)cc3)[nH]c2c1
    nt, -2, nt, nt, 12%, -1%, 4%, i, -1%
#7 Cc1nn(-c2ccccc2)c(C)c1NC(=O)COc1ccc2ccccc2c1
    7%, 31*, 2%, 21, -4%, 0%, 15µM*, i, 8%
#8 CCOc1ccccc1C(=O)N(Cc1ccc(N(C)C)cc1)Cc1ccco1
    nt, -8, nt, nt, -2%, ?, nt, -12%, 10%
#9 CCCc1cc(=O)[nH]c(SCC(=O)N2CCCc3ccccc32)n1
    1%, 0, -1%, -4, -12%, 1%[0.307 µM], -10%, -7%, 11%[0.307 µM]
#10 C=CCc1ccccc1OCC(O)CNC(=O)c1ccccc1C(=O)O (stereo unspecified)
    20%, 3, 0%, -3, 16%, 10%, 0%, -15%, 1%

Reformatted: results already given.
item | smiles | aSyn rescue | D3 ag | GLP1R ag | D3 antag | TDP-43 yeast inh | GLP-1R inv ag | KB-V1 MDR tox | PTHR1 agonist | GLP1R cytotox
2 | CN1CCN(NC(=O)c2cc(-c3ccc(Br)s3)nc3ccccc23)CC1 | 0% | -7 | 9% | -17 | 11% | ? | 0% | i | -21%
3 | COc1cccc(CNC(=O)CSc2cc(=O)n(C)c3ccccc23)c1 | 3% | 2 | 23% | -26 | -16% | 2% | 6% | i | -10%
4 | CC(=O)c1cccc(NC(=S)NC2CCCCC2)c1 | 8% | -1 | 1% | 6 | -12% | 27% | -8% | -7% | -4%
5 | COc1cccc(-c2ncc3ccccc3c2COC(=O)c2ccc(F)cc2)c1 | 15% | -4 | 11% | 30 | ? | 11µM* | 0% | -46%[inhibitor] | 0%
6 | COc1ccc2c(Sc3ccccc3)c(C(=O)NCCc3ccc(Cl)cc3)[nH]c2c1 | nt | -2 | nt | nt | 12% | -1% | 4% | i | -1%
7 | Cc1nn(-c2ccccc2)c(C)c1NC(=O)COc1ccc2ccccc2c1 | 7% | 31* | 2% | 21 | -4% | 0% | 15µM* | i | 8%
8 | CCOc1ccccc1C(=O)N(Cc1ccc(N(C)C)cc1)Cc1ccco1 | nt | -8 | nt | nt | -2% | ? | nt | -12% | 10%

(list continues)
The line under a structure holds: aSyn rescue, D3 ag, GLP1R ag, D3 antag, TDP-43 yeast inh, GLP-1R inv ag, KB-V1 MDR tox, PTHR1 agonist, GLP1R cytotox
#11 CCCCc1n[nH]c2c1C(=O)CC(C)(C)C2
    1%, 5, -8%, 0, 4%, 16%, 0%, i, -4%
#12 O=C(CN1C(=O)NC(Cc2c[nH]c3ccccc23)C1=O)Nc1ccc(F)c(F)c1F (stereo unspecified)
    2%, 2, -2%, 22, 10%, ?, 0%, i, -1%
#13 O=C(Nc1nnc(C2CC(=O)N(c3ccc(Cl)cc3)C2)s1)c1ccco1 (stereo unspecified)
    nt, -9, nt, nt, 11%[9.22 µM], 7%, 4%, i, -7%
#14 CC(C)CCOc1ccc(-c2c(=O)n(OCc3ccc([N+](=O)[O-])cc3)c3ccccc3[n+]2[O-])cc1
    2%, 11, -6%, -23, 5%, 0%, ?, i, -10%
#15 CN(CCc1ccccn1)C(=O)CC1C(=O)NCCN1Cc1cccc(F)c1 (stereo unspecified)
    8%, -5, 0%, 2, 14%, 7%, 24%, i, -5%
#16 Cc1cc(C)cc(NC(=O)C2CCCN2S(=O)(=O)c2ccc3c(c2)n(C)c(=O)c(=O)n3C)c1 (stereo unspecified)
    ?, 2, 6%, -10, 9%, 11%, -4%, i, -5%
#17 COc1cc(OC)cc(-c2nnc(SCc3cccnc3)o2)c1
    -2%, 4, ?, 7, ?, 29%, -16%, -8%[57.5 µM], 4%
#18 Cc1ccc(-n2cccn2)c([C@@H]2C[C@H]3CN(C)C(=O)[C@]34CCCN24)c1
    -23%, 3, 3%, 1, 0%, 9%, -16%, -3%, 6%
#19 COc1ccc(Cc2nnc(-c3ccccc3)o2)cc1
    ?, 4, 27%, 8, 0%, -4%, -1%, i, -17%
#20 Cc1ccccc1CS(=O)(=O)CC1(O)CCN(C(=O)c2cccc(C(F)(F)F)c2)CC1
    6%, 2, -13%, 14, 19%, -27%, 15µM*, i, -5%
#21 CSCC(C)N1CCC(CO)(CCc2ccccc2)CC1 (stereo unspecified)
    -6%, -5, -3%, 44, nt, -8%, -13%, i, -1%
#22 O=C(O)CC(SCC(=O)Nc1ccc(Cl)c(S(=O)(=O)N2CCOCC2)c1)C(=O)O (stereo unspecified)
    1%, 2, -4%, 10, -13%, 6%, 0%, i, 12%
#23 COc1ccc(NC(=O)N(C)C[C@@H]2OCc3cnnn3CCCC(=O)N([C@H](C)CO)C[C@@H]2C)c(OC)c1
    -5%, 5, -4%, 7, ?, 17%, -7%, -24%, 0%
#24 O=C(Nc1ccc(OCc2ccccc2Cl)cc1)c1cccnc1
    -2%, 0, -3%, 0, 16µM*, ?, ?, -5%, -11%
#25 Nc1nc(-c2ccccc2)cn1N
    -5%, -11, 0%, 6, 2%, 0%, 3%, 1%[57.5 µM], 8%
#26 O=C(c1cccc(S(=O)(=O)N2CCOCC2)c1)N1CCCC(C(F)(F)F)C1 (stereo unspecified)
    -11%, -24, -7%, -17, -15%, 5%, -5%, -17%, 0%
#27 O=S(=O)(N=C1C=CC(=NS(=O)(=O)c2ccccc2)c2ccccc21)c1ccccc1
    4%, 2, -4%, 4, ?, ?, 9%, -1%, -29%
#28 O=C(c1ccccc1)N(Cc1nc2ccccc2c(=O)[nH]1)C1CCCC1
    3%, -7, 6%, 5, -9%, ?, ?, -14%, 1%
#29 Cc1nc(N)nc(N/N=C/c2ccccc2)n1
    -1%, 3, -2%, 9, -7%, 14%, 12%, i, 5%
#30 CCc1cc(C(=O)N2CCCC(CNC(=O)c3ccc(-c4ccccc4)cc3)C2)no1 (stereo unspecified)
    2%, 10, 8%, 2, 12%, -27%, -8%, -16%, -18%
#31 COc1cccc(C(=O)NCCSc2ccc(C)cc2)c1
    4%, -2, 1%, -17, -6%, -3%, -2%, i, -9%
#32 N/C(COc1ccc(Cl)cc1)=N\NS(=O)(=O)c1ccccc1
    5%, -6, 1%, ?, 0%, 0%, -26%, i, 2%
#33 N#CC1(C#N)[C@@H](C(=O)C23CC4CC(CC(C4)C2)C3)C12CCOCC2
    2%, 1, -3%, 6, 24%, 1%, 10%, i, -6%
#34 CCOC(=O)C1=C(C)Nc2sc(C(=O)c3ccc(OC)cc3)c(N)c2C1c1ccc(C(=O)OC)cc1 (stereo unspecified)
    4%, -6, 9%, -4, 2%, -8%, -6%, i, 75%[activator]
#35 CCOC(=O)c1cc2sccc2n1CC(=O)c1ccc2c(c1)OCCO2
    5%, -2, 0%, 21, -24%, ?, ?, i, ?
#36 O=Cc1ccc(OCc2ccccn2)cc1
    -15%, -6, -13%, 7, -27%, 0%, 0%, -6%[57.5 µM], -1%
#37 COc1ccc(-c2cc(C(F)(F)F)nc(SCC(N)=O)n2)cc1
    7%, -4, 2%, 18, -5%, 0%, ?, i, -5%
#38 COc1ccc(CCn2c(C)cc(C(=O)COC(=O)c3cnccn3)c2C)cc1
    9%, 5, -5%, 3, ?, 2%, -9%, i, 4%
#39 CCOC(=O)C1CCN(CCC(=O)Nc2ccc(F)cc2)CC1
    -4%, -4, 11%, -8, -20%, 7%, 4%, 0%, -9%
#40 CCc1cc(C(=O)OC)c(NC(=O)CCCC(=O)O)s1
    18%, -9, 14%, -26, 3%, 1%, -2%, i, -2%
#41 CSc1ccc(CN2CCN(CC=C(C)C)C(CCO)C2)cc1 (stereo unspecified)
    -1%, -14, 0%, -17, 0%, ?, -24%, -17%, -10%
#42 Cc1cccc(N2CCN(C(=O)COc3ccc4c(c3)CCC4)CC2)c1C
    8%, 17, 2%, 0, 20%, ?, 21µM*, -9%, 21%
#43 CC(C)NC(=S)NN(c1ccccc1)c1ccccc1
    -5%, -5, -3%, -25, 3%, 11µM*, -26%, -1%, -19%
#44 C[C@H]1CCCCO[C@H](CN(C)Cc2ccccc2)[C@@H](C)CN([C@@H](C)CO)C(=O)c2cc(NC(=O)CCC(F)(F)F)ccc2O1
    0%, -8, -1%, -21, 25%, -15%, 15%, -14%, -10%
#45 O=C(NCC(=O)N(c1ccc(Cl)cc1)C(C(=O)NC1CCCC1)c1cccnc1)c1ccco1 (stereo unspecified)
    -4%, 1, 6%, -6, -8%, 5%, -2%, i, 12%
#46 C/C(=N\OC(=O)c1ccc(C)cc1)c1sc(C)nc1C
    -2%, 0, 8%, 14, 13%, 31%[activator], -16%, -8%, 41%[activator]
